# Assay outcomes from PubChem.
# Polio RdRp inh = poliovirus RdRp elongation inhibitors, primary screen, biochemical, fluorescence polarization, total intensity. Genome polyprotein (Poliovirus type 1 (strain Mahoney)), P03300. poliovirus polymerase elongation; hits give low values. % elongation, % (compound at 16.7 µg/mL). 0.66% of 150,000 active. AID 588519, 2011; in the data active means % elongation below about 90%; further: some results filed as inactive read as strong as hits
# Target sequence (P03300 1749-2209 limits assumed): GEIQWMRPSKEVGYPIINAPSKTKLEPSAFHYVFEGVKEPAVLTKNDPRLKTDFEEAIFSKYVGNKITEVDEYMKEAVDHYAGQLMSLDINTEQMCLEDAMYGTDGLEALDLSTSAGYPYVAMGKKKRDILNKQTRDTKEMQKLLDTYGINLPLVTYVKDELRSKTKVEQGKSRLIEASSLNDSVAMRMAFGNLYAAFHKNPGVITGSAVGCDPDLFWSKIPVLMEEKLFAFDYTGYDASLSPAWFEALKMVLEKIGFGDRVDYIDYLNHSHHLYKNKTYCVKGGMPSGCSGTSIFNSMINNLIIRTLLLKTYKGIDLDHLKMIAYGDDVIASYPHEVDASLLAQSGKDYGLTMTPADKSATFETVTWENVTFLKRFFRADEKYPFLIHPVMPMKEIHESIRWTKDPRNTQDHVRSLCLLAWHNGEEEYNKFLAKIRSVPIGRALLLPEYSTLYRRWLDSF
# Polio RdRp inh FP z-score = also measured in Polio RdRp inh; calls as there; z-score; measured here: FP z-score; hits read low
# * = called active by the depositor; & = joins results of further samples.
SMILES,Polio RdRp inh,Polio RdRp inh FP z-score
O=C(Nc1ccccc1)N1CCN(c2ccccc2)CC1,102,0
Cc1ccc2nc(-c3ccc(NC(=O)COc4ccccc4C(C)(C)C)cc3)sc2c1,107,0.6
N#CC(C(=O)O)C1C(=O)Nc2ccccc21 (stereo unspecified),101,-0.1
CCCc1cc(=O)oc2cc(OCc3ccccc3)ccc12,101,-0.3
Cc1c(C(=O)O)sc2nc(CSc3nnc(-c4ccc(F)cc4)n3C)[nH]c(=O)c12,101,-0.4
COc1cc(CN2CCN(S(=O)(=O)c3ccc(NC(C)=O)cc3)CC2)cc(OC)c1OC,105,0
CC(C)(C)S(=O)(=O)c1ccc2ccccc2c1,112,0.8
C#CC1(O)CCCCCCCCCCC1,102,0.4
COc1ccc(OC)c(C2NC(=O)NC(C)=C2C(=O)Nc2ccc(F)cc2)c1 (stereo unspecified),100,-1.3
COc1ccc(-c2cc(C(F)(F)F)n3nc(C(=O)Nc4ccccc4SC)cc3n2)cc1OC,103,-0.1
Cc1cc(C)n(C)c(=O)c1C(=O)O,102,0.2
CCCCn1c(-c2ccc(OC)cc2)nc2ccccc21,100,-0.2
CCOc1cccc(CNCCN2CCOCC2)c1,97,-1.5
COc1ccc2c(Sc3ccc(Cl)cc3)c(C(=O)N(C)Cc3ccccc3)[nH]c2c1,99,-1.3
CCN(Cc1ccccc1)S(=O)(=O)c1cc(Cl)ccc1Cl,97,-1.7
C=C/C=C1/OCO/C1=C/CC(=O)N=c1c(C#N)cc2c(=O)n3cccc(C)c3nc2n1CCCCC,94,-0.6
CC(=O)N1Cc2ccccc2CC1C(=O)NCc1ccccc1F (stereo unspecified),99,-0.6
CCOc1ccc(CCNC(=O)Cn2ncc3c(=O)oc4ccc(C)cc4c32)cc1,105,0
CCOC(=O)c1ccc(NS(=O)(=O)c2cc(-c3onc(C)c3C)ccc2C)cc1,105,-0.4
CN(CC(=O)Nc1ccc(F)cc1)C(=O)CCc1ccccc1,105,0.2
CCOC(=O)N1CCN(c2ncnc3c2cnn3-c2ccccc2)CC1,100,-0.1
O=C(NCC1CCCO1)c1ccc(COCC(F)(F)C(F)F)cc1 (stereo unspecified),100,-0.4
Cc1ccc(-n2ncc3c(Nc4cccc(C(=O)O)c4)ncnc32)cc1,102,-0.4
O=C(Cc1ccc(F)cc1)Nc1nncs1,102,0.1
CCNC(=S)N1CCn2cccc2C1c1ccc(OC)cc1 (stereo unspecified),100,-0.5
# Continued:
SMILES,Polio RdRp inh,Polio RdRp inh FP z-score
CCCC1=Nc2cc(C(=O)NCCc3ccccc3)ccc2Sc2ccc(C)cc21,109,-0.8
Cn1ccccc1=S,101,-0.1
COC(=O)C1SC2(C(F)(F)F)CC1(O)c1c(c(OC)c3occc3c1OC)O2 (stereo unspecified),99,-0.2
O=C(Nc1ccccc1O)c1cccc(S(=O)(=O)Nc2ccccc2O)c1,102,0.1
CN(C)CCNC(=O)c1cc(-c2ccccc2)nc2ccccc12,101,0.1
CC(=O)c1ccc(NC(=O)c2ccc3c(c2)N(Cc2cccc(Cl)c2)C(=O)c2ccccc2S3(=O)=O)cc1,103,-0.3
CCOC(=O)Cn1c(=O)oc2cc(S(=O)(=O)N3CCC(C(=O)OCC)CC3)ccc21,103,0
COc1ccc(S(=O)(=O)NC(C)C(N)=O)cc1 (stereo unspecified),101,0.3
CCN1C(=S)SC(=O)C1=C1C=C(C)N(Cc2ccco2)C(C)=C1,113,1.4
O=C(COC(=O)c1ccccc1)NC1CCCCC1,100,-0.2
CCc1ccc(Nc2sc(C(=O)c3ccccc3)c(N)c2S(C)(=O)=O)cc1,107,0.2
Cc1c(C(N)=O)nnn1-c1ccc(Cl)cc1,103,1
Nc1cc(Cl)ccc1NCc1ccccc1,110,1.3
CC(C)n1cc(-c2noc(-c3cccs3)n2)c(=O)n(Cc2ccccc2)c1=O,106,0.5
CCOC(=O)c1cc(NC(=O)c2ccc(OC)cc2)c(=O)n2c1oc1ccc(Cl)cc12,104,0.1
Cc1cc2oc(C(=O)Nc3c(C(=O)Nc4ccccc4)oc4ccccc34)cc(=O)c2cc1C,109,0.3
O=C(C1CCCCC1)N(Cc1cccnc1)c1nc2ccc(F)cc2s1,107,0
Cc1ccc(-c2nc(Nc3ccccc3F)sc2C)cc1,103,0.3
O=C(CCn1c(=S)oc2ccccc21)NC1CCCCC1,99,-0.3
C/C(=N\N)c1nnn(-c2nonc2N)c1C,103,0.1
O=C(Nc1ccc(N2CCN(c3ccc(C(F)(F)F)cn3)CC2)nc1)c1ccco1,105,0.3
O=C(/C=C/c1ccc(O)c(O)c1)OCCc1ccccc1,103&100,0.8&0
Cc1ccc(Cn2ccc(NC(=O)c3cc(-c4ccc(Cl)c(Cl)c4)on3)n2)cc1,104,0.1
CC(C)N(c1ccccc1)c1ccc(NC(=S)NCCN(C)C)cc1,98,-0.1
Cc1cccc(NC(=O)Cn2c(=O)oc3cc(S(=O)(=O)N4CCCCCC4)ccc32)c1,99,-1.3

# 7 successive entries already listed:
SMILES,Polio RdRp inh,Polio RdRp inh FP z-score
Cc1ccc(-c2nc(Nc3ccccc3F)sc2C)cc1,103,0.3
O=C(CCn1c(=S)oc2ccccc21)NC1CCCCC1,99,-0.3
C/C(=N\N)c1nnn(-c2nonc2N)c1C,103,0.1
O=C(Nc1ccc(N2CCN(c3ccc(C(F)(F)F)cn3)CC2)nc1)c1ccco1,105,0.3
O=C(/C=C/c1ccc(O)c(O)c1)OCCc1ccccc1,103&100,0.8&0
Cc1ccc(Cn2ccc(NC(=O)c3cc(-c4ccc(Cl)c(Cl)c4)on3)n2)cc1,104,0.1
CC(C)N(c1ccccc1)c1ccc(NC(=S)NCCN(C)C)cc1,98,-0.1

# Continuation:
SMILES,Polio RdRp inh,Polio RdRp inh FP z-score
CCOC(=O)c1oc2c(O)c(O)ccc2c(=O)c1-c1nncn1-c1ccccc1,97,-1.4
CC(C)C1Cc2c(sc3nc(SCc4ccc(Cl)c(Cl)c4)nc(N)c23)CO1 (stereo unspecified),103,0.4
CC(Sc1nc(N)nc(N)n1)C(=O)NC1(C#N)CCCCC1 (stereo unspecified),103,0.1
CCOC(=O)c1ccccc1NC(=O)N(Cc1ccc(CC)cc1)Cc1cn[nH]c1-c1ccc(OC)cc1,115,1.6
Cc1cc2c(cc1C)/C(=C\C(N)=O)NC(C)(C)C2,99,-0.4
CCCCN(C)CCNC(=O)c1cc2c(=O)n(C)c3ccccc3c2n1C,106,0.3
Cc1csc2sc(-c3ccnc(SCC(=O)NCc4ccccc4)n3)c(C)c12,108,0.7
COCCn1c(CCCO)nc2ccccc21,103,0.6
O=C1Nc2ccccc2O/C1=C\c1ccc(C(=O)NCc2ccco2)cc1,98,-0.8
O=C(COC(=O)C1CCC(=O)N1)Nc1ncc(C(F)(F)F)cc1Cl (stereo unspecified),107,0.4
O=C(COC(=O)c1cc(-c2ccccc2)nc2c(Cl)cccc12)c1ccc(F)cc1,103,-0.6
Cc1cccc(CN2C(=O)c3ccccc3S(=O)(=O)c3ccc(C(=O)NC4CCCCC4)cc32)c1,107,0.3
Cc1ccc(C2CC(=O)c3c(n[nH]c3C)C2)cc1 (stereo unspecified),100,-0.7
C=CCn1c(P(C)(=O)N2CCCCC2)nc2ccccc21 (stereo unspecified),107,0.6
COC(=O)C1CCN(C2=NS(=O)(=O)c3ccccc32)CC1,103,0.1
O=S(=O)(c1ccc(-c2cc(C(F)(F)F)on2)s1)N1CCN(c2ccccc2F)CC1,103,-0.7
N#CCc1ccc(O)cc1,104,0.3
CC/C(=N\NC(C)=O)c1ccc(OC(F)F)cc1,96,-0.6
O=C(CN1C(=O)/C(=C\c2ccc(Cl)cc2)Sc2ccccc21)NCC1CCCO1 (stereo unspecified),100,-0.8
O=C(CN(c1cccc(C(F)(F)F)c1)S(=O)(=O)c1ccccc1)Nc1cccc(Cl)c1,106,0.5
CC1(C)CC(=O)C=C(SCC(=O)Nc2cc(C(F)(F)F)cc(C(F)(F)F)c2)S1,105,0
Cc1cccc(OCCC(=O)OCc2ncc(-c3ccccc3)o2)c1,103,-0.1
CCCNC(=O)CSC1=NS(=O)(=O)c2ccccc2N1,99,-0.9
CC(C)=CCC(C)(C)CNc1ccc(C)cc1,99,-0.5
COc1ccc(CNC(=O)CSc2c3c(nc4ccc(Cl)cc24)CCCC3)cc1,106,0.3
# More records
SMILES,Polio RdRp inh,Polio RdRp inh FP z-score
COc1cccc(NC(=O)CSc2c(C)cnc3c2c(=O)n(C)c(=O)n3C)c1,104,-0.3
CN(C)/C(=N\S(=O)(=O)c1ccccc1)c1ccccc1,105,0.3
CSC1=NCCCN1C(=O)c1c(-c2ccccc2Cl)noc1C,98,-1.2
CCC(CC)C(=O)Nc1ccc(C(=O)OCc2cc(=O)n3nc(C4CC4)sc3n2)cc1,104,-0.6
CC(=O)Nc1cc(S(=O)(=O)C(F)(F)F)ccc1C,100,-0.3
Cc1ccccc1C(=O)NCc1ccc2c(c1)CCN2C(=O)c1ccccc1,112,1.3
CCCCc1ccc(NC(=O)Cn2cnc3c(oc4ccccc43)c2=O)cc1,111,1
CN(C1CCCCC1)S(=O)(=O)N1CCCC(C(=O)O)C1 (stereo unspecified),104,0.4
CC(C)CC(=O)CC1(O)C(=O)Nc2ccccc21 (stereo unspecified),104,0.5
COc1cccc(CNC(=O)Cn2nc(-c3ccc(Cl)cc3)ccc2=O)c1,119,2
O=c1oc2ccc(Cl)cc2cc1-c1cn2c(n1)sc1ccccc12,101,-1.2
CCCCN(C)C(=O)c1ccc2c(=O)n3nc(Nc4cc(C)ccc4C)sc3nc2c1,106,-0.5
CCOc1cccc2sc(N3CCN(C(=O)C(C)(C)C)CC3)nc12,112,1.4
CCOC(=O)Cc1ccc(NC(=O)N(Cc2ccc(OC)cc2)C2CCN(C(C)=O)CC2)cc1,113,0.4
CCC(C)NC(=O)C1CCC(CNS(=O)(=O)c2ccccc2)CC1 (stereo unspecified),104,1.2
COc1cccc(-c2ncc(-c3ccccc3)o2)c1,111,1.1
COc1ccc2c(c1OC)C(=O)N1c3ccccc3N=C(c3ccc(Br)cc3)CC21 (stereo unspecified),102,-0.1
CC(C)(C)c1cc(C(F)(F)F)c2c(N)c(C(=O)NC3CC3)sc2n1,45,-6
CCn1c(-c2cc(OC)ccc2OC)cs/c1=N\N=C\c1ccc(O)c(OC)c1,99,-0.3
COc1cccc(NS(=O)(=O)c2ccc3[nH]cc(C(=O)N(C)Cc4ccccc4)c(=O)c3c2)c1,102,0.1
CCCN(CCC)C(=O)Cn1nc(CC)n2c(cc3sc(C)cc32)c1=O,101,-0.9
CCC(C)OC(=O)C1=C(C)NC2=C(C(=O)CC(c3ccc(OC)c(OC)c3)C2)C1c1ccc(C)o1 (stereo unspecified),105,0.1
c1cncc(C2N3CCCN2CC3)c1 (stereo unspecified),101,-0.2
C[N+]1(CCOS(=O)C23CC4CC(CC(C4)C2)C3)CCOCC1 (stereo unspecified),102,-0.2
O=C(CSc1cn(CCNC(=O)c2cccs2)c2ccccc12)NC1CCCC1,100,-0.7

# 7 of the compounds above, with tabs:
canonical_smiles	Polio RdRp inh	Polio RdRp inh FP z-score
CCC(C)NC(=O)C1CCC(CNS(=O)(=O)c2ccccc2)CC1 (stereo unspecified)	104	1.2
COc1cccc(-c2ncc(-c3ccccc3)o2)c1	111	1.1
O=C(CSc1cn(CCNC(=O)c2cccs2)c2ccccc12)NC1CCCC1	100	-0.7
COc1cccc(NS(=O)(=O)c2ccc3[nH]cc(C(=O)N(C)Cc4ccccc4)c(=O)c3c2)c1	102	0.1
C[N+]1(CCOS(=O)C23CC4CC(CC(C4)C2)C3)CCOCC1 (stereo unspecified)	102	-0.2
CCOc1cccc2sc(N3CCN(C(=O)C(C)(C)C)CC3)nc12	112	1.4
COc1cccc(NC(=O)CSc2c(C)cnc3c2c(=O)n(C)c(=O)n3C)c1	104	-0.3

# More entries
SMILES,Polio RdRp inh,Polio RdRp inh FP z-score
C=CCSc1nnc(NC(=O)c2cn(-c3ccccc3)nc2-c2ccccc2)s1,107,0.5
Cc1csc(=Nc2ccc(S(=O)(=O)N3CCOCC3)cc2)n1Cc1ccco1,107,0.6
CCCCC[C@H](O)/C=C/[C@@H]1[C@H]2C/C(=C/CCCC(=O)O)O[C@H]2C[C@H]1O,101&99,0&-0.1
CCOc1ccc(S(=O)(=O)N(CC(=O)NCCc2ccc(OC)c(OC)c2)c2ccccc2)cc1,107,0.6
C=CCSc1nnc(Cc2c(C)[nH]c3ccccc23)o1,105,0.8
CCCCC1(CC(=O)N2CCCCC2)C(=O)N(c2ccccc2)N(c2ccccc2)C1=O,98,-0.6
CCOC(=O)c1c(S(=O)(=O)N2CCCC2)c(C)n(C)c1C,102,0.8
CC(C)(C)C(=O)C(O)C(C)(C)C (stereo unspecified),102,0.3
COCCNC(=S)N1CCC(NC(C)=O)CC1,100,-0.4
Cc1[nH]c2ccc(C(=O)NCCCN3CCCCC3)cc2c1C,106,-0.2
CCOC(=O)N1c2ccccc2CC1C (stereo unspecified),101,0.2
COc1cccc(CN(C)C(=O)c2ccc3ccccc3n2)c1OC,102,0.1
COc1ccc(CC(=O)Nc2cccc(-c3nnc(-c4ccco4)o3)c2)cc1,99,-0.5
FC(F)(F)c1cc(-c2ccccc2)nc(NCC2CCCO2)n1 (stereo unspecified),99,-0.7
CCCCOC(=O)c1ccc(NC(=O)c2cc3c(=O)n4cccc(C)c4nc3n2C)cc1,107,0.1
Nc1ccccc1C(=O)NCC(=O)O,97,-0.6
O=C(CO)Nc1ccc2c(c1)OCCO2,104,0.3
COc1ccc(C(=O)C2=NN(C(C)=O)CC2c2ccco2)cc1 (stereo unspecified),102,0.2
NC(=O)/C(=N\OC(=O)c1ccco1)c1nc(-c2ccc(Br)cc2)cs1,103,0.2
CC(C)OCCCNC(=O)Cn1c(-c2cccs2)cc2cc(F)ccc21,106,0.6
Cc1cc2nc(S(=O)(=O)Cc3cccc(C(F)(F)F)c3)[nH]c2cc1C,104,0
CC(C)CNCC(=O)N(C1CCCCC1)C1CCCCC1,102,0.2
O=c1[nH]cc(S(=O)(=O)Nc2ccccc2)c(=O)[nH]1,96,-2.3
N#CCC1CCCO1 (stereo unspecified),104,0.2

# Not all compounds are listed; the hit share may differ from the screen's.
